# USP1-UAF1 inh = inhibitors of human USP1/UAF1 deubiquitinase; O94782; recombinant USP1/UAF1, Ub-Rhodamine cleavage fluorescence; Potency, µM (top dose mostly 57.1 µM), without a hit: at the highest dose activity change, negative = inhibition, hits mostly inhibitors; actives 0.23% (n = 390,000); AID 743255; further: potency means the concentration at half of the fitted maximal effect; on the % scale 0 is the no-effect control and ±100 the full control effect; nearly all actives have a fitted effect of over 60% in size; inactives centre near -12
#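 USP1/UAF1 complex (1 nM) preincubated 15 min at room temperature with compound, then Ub-Rho substrate (150 nM final) added. Kinetic fluorescence at 480/540 nm over 6 reads at 60 s intervals; 50 mM HEPES pH 7.8, 0.5 mM EDTA, 0.1 mg/ml BSA, 1 mM TCEP, 0.01% Tween-20.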
# PI4K2A inh = inhibitors of human PI4K2A | Q9BTU6 | purified PI4K2A, ADP-Glo luminescence, 1 h; stronger effect = lower value | activity change, negative = inhibition, % at 76.9 µM | actives 0.13% (n = 420,000); in the data active means activity change below about -50%; inconclusive means mostly about -30% to -49%;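 further: -100% = wells without enzyme as full effect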
#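 PI4K2A activity was measured by ADP-Glo luminescence: enzyme (4 ug/mL stock) and phosphatidylinositol (1.2 mM stock) in Tris pH 7.5/MgCl2/EGTA/Triton X-100 buffer were reacted with ATP (300 microM stock) for one hour at ambient temperature.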
# IDH1 R132H inh = blocks human mutant IDH1 R132H enzyme; O75874; IDH1-R132H enzyme, NADPH consumption, diaphorase/resazurin fluorescence; Potency, µM (highest dose often 76.6 µM), without a hit: top-dose activity change, negative = inhibition, usual class: inhibitors; actives 0.093% (n = 390,000); AID 602179; further: potency means the concentration at half of the fitted maximal effect; on the % scale 0 is the no-effect control and ±100 the full control effect; nearly all actives have a fitted effect of over 65% in size
#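 IDH1-R132H (0.5 ug/mL) preincubated 30 min with compound, then NADPH (0.016 mM) and alpha-KG (2 mM) added; 80 min at RT, pH 7.5. Remaining NADPH coupled via diaphorase/resazurin to fluorescence (540/590 nm); concentration-response curves normalized to no-enzyme control.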
# RXFP1 ag = agonists of human relaxin receptor RXFP1; Potency, µM (series often up to 57.5 µM), without a hit: top-dose activation, most hits filed as activators; Q9HBX9; actives 0.3% (n = 370,000); HEK293T-RXFP1 cAMP TR-FRET, 30 min; response scale: percent of porcine relaxin response, buffer zero; further: potency means the concentration at half of the fitted maximal effect; on the % scale 0 is the no-effect control and ±100 the full control effect; nearly all actives have a fitted effect of over 60% in size; many of its hits are not listed in these tables
#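 HEK293 cells stably expressing RXFP1, treated 30 min at 37C with compounds plus PDE4 inhibitor Ro 20174; cAMP measured by HTRF TR-FRET. Normalized to buffer and 29 nM porcine relaxin; EC50 by Hill fit.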
# TrxR1 substrate = substrates of rat thioredoxin reductase 1; actives 0.01% (n = 390,000); O89049; AID 588456; Potency, µM (top dose mostly 114 µM), without a hit: top-dose activity change, negative = substrate turnover; purified TrxR1 substrate turnover, NADPH consumption readout; further: potency means the concentration at half of the fitted maximal effect; on the % scale 0 is the no-effect control and ±100 the full control effect; nearly all actives have a fitted effect of over 50% in size
# Target sequence (O89049 whole entry, looked up): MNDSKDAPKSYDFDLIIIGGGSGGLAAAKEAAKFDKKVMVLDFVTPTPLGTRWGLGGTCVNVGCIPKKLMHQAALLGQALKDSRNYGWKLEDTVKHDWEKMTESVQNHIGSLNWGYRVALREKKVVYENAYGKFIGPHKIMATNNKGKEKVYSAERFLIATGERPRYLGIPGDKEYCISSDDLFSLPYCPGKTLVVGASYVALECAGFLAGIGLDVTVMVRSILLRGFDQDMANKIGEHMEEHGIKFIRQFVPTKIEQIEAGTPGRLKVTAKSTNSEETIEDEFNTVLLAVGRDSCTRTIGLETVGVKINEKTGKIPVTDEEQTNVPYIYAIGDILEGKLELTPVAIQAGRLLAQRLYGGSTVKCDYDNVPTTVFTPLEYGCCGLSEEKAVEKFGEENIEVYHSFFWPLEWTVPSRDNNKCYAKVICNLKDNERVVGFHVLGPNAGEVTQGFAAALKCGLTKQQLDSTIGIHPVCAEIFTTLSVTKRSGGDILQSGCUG
#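 Rat TrxR1, dispensed at 90 nM, was prereduced with 400 uM NADPH (final) for 5 min at ~22 deg C, then incubated with compound 15 min before 400 uM selenite. A first-read NADPH fluorescence drop versus no-compound background flagged substrates.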
# LDHA inh = blocks human lactate dehydrogenase A. AID 1347041. actives 0.15% (n = 480,000). activity change, % (values are at about 110 or 230 µM). purified LDHA, NADH/diaphorase-resazurin fluorescence; stronger effect = lower value. P00338; in the data active means activity change below about -30%; inconclusive means mostly about -25% to -30%;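 further: plate controls were DMSO wells for no effect and wells without enzyme for full effect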
#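 Remaining NADH was detected by diaphorase (0.133 mg/mL) converting 37 µM resazurin to fluorescent resorufin, read at 0 and 20 minutes. The preceding 5-minute room-temperature reaction used 2 nM LDHA, 0.2 mM sodium pyruvate and 0.06 mM NADH at pH 7.4.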
# Vif-APOBEC3G blk = inhibitors of Vif-APOBEC3G interaction; Q9HC16; HeLa A3G-eYFP + Vif (tagged APOBEC3G with the HIV-1 protein that degrades it), YFP fluorescence, overnight; Potency, µM (titrated, usually from 46.1 µM), without a hit: at the highest dose activity, negative = active, actives largely listed as inhibitors; actives 0.076% (n = 410,000); AID 602310;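 further: potency means the concentration at half of the fitted maximal effect; on the % scale 0 is the no-effect control and ±100 the full control effect; nearly all actives have a fitted effect of over 60% in size; hits raise eYFP signal because A3G escapes Vif-driven loss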
# Target sequence (Q9HC16 whole entry, looked up): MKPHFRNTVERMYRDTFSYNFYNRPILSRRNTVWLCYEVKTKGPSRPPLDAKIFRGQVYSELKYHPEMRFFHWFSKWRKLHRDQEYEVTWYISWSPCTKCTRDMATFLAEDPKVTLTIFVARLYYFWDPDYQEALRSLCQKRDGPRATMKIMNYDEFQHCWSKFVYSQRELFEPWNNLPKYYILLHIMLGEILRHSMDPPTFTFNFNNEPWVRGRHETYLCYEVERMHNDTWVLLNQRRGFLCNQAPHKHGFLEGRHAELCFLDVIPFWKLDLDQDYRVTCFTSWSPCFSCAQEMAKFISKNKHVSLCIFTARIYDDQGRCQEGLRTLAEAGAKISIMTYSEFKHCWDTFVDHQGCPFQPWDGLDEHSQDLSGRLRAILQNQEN
#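 HeLa cells stably expressing Vif and C-terminally eYFP-tagged A3G, seeded overnight at 37 deg C, then exposed to compound by pintool overnight at 37 deg C. Rise in yellow fluorescence (Ex 488/Em 500-530, Acumen) marks blocked Vif-driven A3G degradation.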
# Vif-A3F inh = inhibitors of Vif-A3F interaction | HeLa A3F-eYFP + Vif (tagged APOBEC3F with the HIV-1 protein that degrades it), YFP fluorescence increase | Potency, µM (top dose mostly 46.1 µM), inactives show at the highest dose activity, negative = active | actives 0.2% (n = 390,000); further: potency means the concentration at half of the fitted maximal effect; % of control where 0% means no effect; nearly all actives have a fitted effect of over 65% in size
#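 Fluorescence increase (Ex 488/Em 500-530) after overnight compound treatment at 37 deg C flags inhibition of Vif-driven A3F-eYFP loss in stable HeLa A3F-eYFP/Vif cells seeded overnight beforehand.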
# GRP78 ERSR act = induces the endoplasmic reticulum stress response in human glioma cells; Potency, µM, for the others: at the highest dose activation, most hits filed as activators; U87-MG GRP78 promoter luciferase reporter, 16 h; actives 0.02% (n = 420,000); further: potency means the concentration at half of the fitted maximal effect; series mostly up to about 76 µM; % of control where 0% means no effect; nearly all actives have a fitted effect of over 35% in size
#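 Stably transfected U87-MG glioma cells carrying a GRP78-based luciferase sensor; 16 h compound incubation. Luminescence end-point read 10 min after Bright-Glo addition at room temperature.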
# * = called active by the depositor; ? = inconclusive; . = no result given; & = joins results of further samples; [ ] = another dose, or the depositor's remark. Unless noted, the call rests on the fitted dose curve; in most records, active means well fitted curve in the direction sought with a large enough effect; inconclusive means small, poorly fitted or top-dose-only effect, or another doubt; inactive means no such curve, though single readings can be large; an effect the other way counts as inactive or inconclusive. Some of the compounds tested. The share of hits here may be higher or lower than overall.
SMILES,USP1-UAF1 inh,PI4K2A inh,IDH1 R132H inh,RXFP1 ag,TrxR1 substrate,LDHA inh,Vif-APOBEC3G blk,Vif-A3F inh,GRP78 ERSR act
COc1ccc(C(=O)Nc2scc(-c3ccc(Cl)cc3Cl)c2C(N)=O)cc1,-20%,-13,8%,3.0%,63%[activator],5,2%,-6%,1%
O=C(COC(=O)/C=C/c1ccc(F)cc1)NC1CC1,-1%,-5,7%,.,4%,-4,-2%,5%,5%
CCc1c(C)nc(N)n2c(SCC(=O)N3CCCC(C)C3)nnc12 (stereo not drawn),-8%,0,5%,0.2%,-5%,13,5%,-7%,-3%
Nc1nnc(N)c2ccccc12,-18%,57,-5%,-0.5%,20%,-11,-4%,-1%,-4%
O=C(c1cc2ccccc2oc1=O)N1CCOCC1,-7%,-1,0%,0.3%,-2%,3&-9,2%,0%,6%
O=C(NCCN1CCCCC1)Nc1ccc([N+](=O)[O-])cc1,-5%,2,7%,-0.1%,2%[57.1 µM],-13,2%,1%,0%
COc1ccccc1Nc1nc(C)nc(N)c1S(=O)(=O)c1ccccc1,-26%,0,1%,19%,48%[activator],-7,-7%,-5%,-5%
COc1ccc(/C=C/C(=O)Nc2ccc(Cl)c(Cl)c2)cc1,-24%,0,11%,-0.4%,8%,-11,3%,-2%,-1%
Cc1csc(NC(=O)C2CCCCC2)n1,-9%,-1,20%,1.5%,-5%,-6,0%,1%,5%
CC(C)(C)n1nc2c(c1NC(=O)COc1ccc(F)cc1)CS(=O)(=O)C2,-8%,-3,-13%,0.0%,5%,-7,5%,-8%,-4%
Cc1ccccc1S(=O)(=O)Cc1ccc(C(=O)NCCCN(C)Cc2ccccc2)o1,-12%,10,2%,1.2%,-1%,0,1%,-4%,1%
Cc1cccc(NC(=O)C2CCCN(S(=O)(=O)c3cnc[nH]3)C2)c1C (stereo not drawn),-17%,1,-1%,-1.2%,-2%,-7,5%,-4%,-5%
CCOc1ccc(NC(=O)CSc2nc3nc(C)cc(C)n3n2)cc1,-10%,4,15%,2.1%,2%,-4,0%,5%,-6%
COc1ccc(CC(=O)NCC2(N3CCCCC3)CCCCC2)cc1,-1%,-2,-1%,-2.3%,-5%,0,1%,-2%,-5%
CCc1sc(C(=O)N2CCc3ccccc32)cc1C,-4%,-10,1%,5.7%,-6%,-6,-3%,9%,0%
Cc1oc(-c2cccc(Cl)c2)nc1CN1CCC(C(=O)NCCc2ccc(Cl)cc2)CC1,-18%,4,0%,1.5%,-2%,-14,2%,-6%,-2%
O=C1OC(Cc2ccccn2)C(O)=C1C1=NCCCCN1 (stereo not drawn),-2%,3,5%,-0.7%,7%[57.1 µM],-6,-1%,-6%,-7%
COc1ccc(CNC(=O)Cc2ccc(NC(=O)C3=C(C)OCCS3)cc2)cc1,-3%,-14,2%,0.2%,-5%,-3,?,-5%,-5%
N#C/C(=C(/O)CN1C(=O)c2ccccc2C1=O)c1nc2ccccc2[nH]1,-18%,0,2%,1.0%,-6%,1,-1%,-1%,-1%
Cc1nccn1CCc1nc(N)nc(N)n1,-8%,2,0%,0.5%,5%[57.1 µM],-6,2%,8%,-4%
COc1ccc(-c2ccc(CN3C(CC(C)C)C(=O)N(Cc4cn(CCC5OCCO5)nn4)CCS3(=O)=O)cc2)cc1OC (stereo not drawn),-22%,-2,-4%,.,.,3,3%,-1%,-3%
COc1ccc2c(=O)c3ccccc3oc2c1,-11%,1,4%,-0.7%,10%[57.1 µM],-3,3%&3%,-5%,6%&0%
COc1ccc(NC(=O)Cn2nnc(C(=O)NCc3ccc(C)cc3)c2N)cc1Cl,-29%,-2,-7%,1.8%,-4%,-9,0%,-13%,-1%
O=C(CCS(=O)(=O)c1cc2c3c(c1)CCN3C(=O)CC2)NCc1ccc(Cl)cc1,-12%,-5,-16%,-0.7%,-1%[57.1 µM],-17,1%,1%,-2%
COc1cc(/C=N/O)cc(Br)c1OCc1ccc(Cl)cc1,-20%,2,21%,-3.3%,-8%,2,-9%,-3%,-17%

# Gathered by group, those above with a Cl atom
SMILES,USP1-UAF1 inh,PI4K2A inh,IDH1 R132H inh,RXFP1 ag,TrxR1 substrate,LDHA inh,Vif-APOBEC3G blk,Vif-A3F inh,GRP78 ERSR act
COc1ccc(C(=O)Nc2scc(-c3ccc(Cl)cc3Cl)c2C(N)=O)cc1,-20%,-13,8%,3.0%,63%[activator],5,2%,-6%,1%
COc1ccc(/C=C/C(=O)Nc2ccc(Cl)c(Cl)c2)cc1,-24%,0,11%,-0.4%,8%,-11,3%,-2%,-1%
Cc1oc(-c2cccc(Cl)c2)nc1CN1CCC(C(=O)NCCc2ccc(Cl)cc2)CC1,-18%,4,0%,1.5%,-2%,-14,2%,-6%,-2%
COc1ccc(NC(=O)Cn2nnc(C(=O)NCc3ccc(C)cc3)c2N)cc1Cl,-29%,-2,-7%,1.8%,-4%,-9,0%,-13%,-1%
O=C(CCS(=O)(=O)c1cc2c3c(c1)CCN3C(=O)CC2)NCc1ccc(Cl)cc1,-12%,-5,-16%,-0.7%,-1%[57.1 µM],-17,1%,1%,-2%
COc1cc(/C=N/O)cc(Br)c1OCc1ccc(Cl)cc1,-20%,2,21%,-3.3%,-8%,2,-9%,-3%,-17%

# Carrying on:
SMILES,USP1-UAF1 inh,PI4K2A inh,IDH1 R132H inh,RXFP1 ag,TrxR1 substrate,LDHA inh,Vif-APOBEC3G blk,Vif-A3F inh,GRP78 ERSR act
O=C(O)c1cc(Br)ccc1NS(=O)(=O)c1cccc2nsnc12,-15%,0,1%,0.8%,-14%[57.1 µM],-47*,-7%,-16%,-4%
COC(=O)N1CCN(S(=O)(=O)c2ccc(F)cc2)CC1,-13%,0,0%,2.1%,5%,0,0%,-9%,-2%
Cc1cccc(NC(=O)CN(C)S(=O)(=O)c2ccc(Cl)cc2)n1,-6%,2,14%,0.0%,-2%,-1,1%,-10%,-5%
COc1cc(/C=N/NC(=O)CN2CCCCC2)ccc1OCc1ccc(Br)cc1,-18%,3,-1%,-1.2%,11%[57.1 µM],-6,-4%,4%,-4%
NC(=O)c1cc(C(=O)c2ccc(Cl)cc2Cl)c[nH]1,-12%,4,9%,1.1%,-6%[57.1 µM],-2,3%,-7%,1%
Cc1ccc(NC(=O)c2ccc(Cl)c(N3C(=O)CCC3=O)c2)cc1,-11%,-3,-3%,-0.2%,5%,2,3%,3%,-2%
Cc1cc(=O)oc(C)c1C(=O)NCc1ccc(F)cc1,-9%,-4,1%,11%,-10%,-5,1%,-20%,-1%
COC(=O)C1=C(C(=O)c2ccccc2)C(c2ccc(O)c(OC)c2)n2nnnc2N1 (stereo not drawn),-3%,8,1%,-2.4%,-14%,-3,2%,-2%,8%
COc1ccccc1N1CCN(C(c2cccs2)C(C)NS(=O)(=O)c2ccccc2)CC1 (stereo not drawn),-9%,-2,-2%,0.2%,1%[57.1 µM],-1,6%,-12%,0%
Oc1ccc(C(c2nnnn2CCc2ccccc2)N2CCN(c3nc4ccccc4s3)CC2)cc1 (stereo not drawn),?,3,1%,0.0%,-1%,-1,2%,-5%,9%
CC1CCc2c(sc3nc(CN4CCOCC4)nc(N4CCc5ccccc5C4)c23)C1 (stereo not drawn),-26%,-6,-21%,0.4%,-2%,6,-7%,-8%,-5%
CCSc1cc(Cl)nc(N)n1,-3%,0,-2%,-0.3%,-5%,-4,0%,1%,1%
O=C(C1CCC(CNc2c(N3CCCCC3)c(=O)c2=O)CC1)N1CCc2ccccc2C1 (stereo not drawn),-1%,3,1%,-1.8%,-3%,-5,5%,-8%,-2%
CC(=O)C1=C(O)C(CSCc2ccccc2)N(C)C1=O (stereo not drawn),-2%,0,4%,.,9%[57.1 µM],3,-4%,15%,-4%
Cc1cccc(CNCc2ccccc2)c1,-8%,0,1%,6.4%,-3%,-5,4%,-4%,-2%
COc1ccc(OC)c(NC(=O)C23CC4CC(C2)CC(n2cnc(Br)n2)(C4)C3)c1,1%,0,-1%,1.9%,-3%,1,3%,-8%,-3%
CCOC(=O)C1(CC2CC2)CCN(Cc2cn[nH]c2-c2ccccc2)CC1,-13%,9,1%,0.6%,0%,-15,2%,2%,-1%
O=C1N=c2ccccc2=C1c1sc(Nc2cccc(O)c2)nc1O,-13%,1,10%,0.5%,-1%,-10,0%,-10%,4%
CCC(C)N(CCNC(=O)CC1Oc2ccccc2NC1=O)C1CCCCC1 (stereo not drawn),-26%,-1,-1%,2.5%,6%,-1,2%,-3%,-1%
O=C(c1ccc2c(c1)OCO2)N(Cc1ccco1)C1(C(=O)NC2CCCCC2)CCCCC1,-6%,4,-3%,0.3%,-10%,7&-4,2%,1%,-3%
Cc1cc(C)c(/C=C/c2onc(C)c2S(=O)(=O)N2CCC(C(=O)NCc3ccccc3Cl)CC2)c(C)c1,-30%,-2,-2%,-3.5%,3%[57.1 µM],-7,-5%,-6%,1%

# Screens as filed in PubChem.
